ATXN2 expr inh = reduces ATXN2 reporter expression in HEK-293 cells. HEK-293 ATXN2-luciferase reporter, luminescence, 24 h. Potency, µM (highest dose often 57 µM), inactives show at the highest dose activity change, negative = inhibition, most hits filed as inhibitors. 0.72% of 360,000 active. AID 1745845; note: % is set by controls: 0 for no effect and ±100 for the full control effect; nearly all actives have a fitted effect of over 55% in size
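ATXN2-luciferase reporter cells (luciferase flanked by upstream and downstream ATXN2 gene portions) were treated 24 h at 37 °C with compounds at up to 57 uM. SteadyGlo luminescence gave expression; GF-AFC fluorescence gave viability.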
Nrf2 inh = blocks Nrf2 signaling; 2.1% of 360,000 active; A549 ARE-Fluc reporter, luciferase luminescence, 18-24 h; Potency, µM (series often up to 46 µM), for inactives: at the highest dose activity change, negative = inhibition, hits mostly inhibitors; note: % is set by controls: 0 for no effect and ±100 for the full control effect; nearly all actives have a fitted effect of over 60% in size
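Quantitative HTS in A549 cells stably bearing an antioxidant response element-firefly luciferase construct. Inhibition of Nrf2-driven transcription was scored by luminescence after 18-24 h of compound exposure at 37 °C.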
EPAC2 antagonist = EPAC2 (human) antagonism; Q8WZA2; EPAC2 GEF exchange of Rap1B-BODIPY-GDP, fluorescence; Potency, µM (titrated, usually from 114 µM), for inactives: at the top dose activity, negative = inhibition, hits mostly inhibitors; 0.18% of 360,000 active; note: % is set by controls: 0 for no effect and ±100 for the full control effect; nearly all actives have a fitted effect of over 45% in size; many of its hits are not listed in these tables
Target sequence (Q8WZA2 whole entry, looked up): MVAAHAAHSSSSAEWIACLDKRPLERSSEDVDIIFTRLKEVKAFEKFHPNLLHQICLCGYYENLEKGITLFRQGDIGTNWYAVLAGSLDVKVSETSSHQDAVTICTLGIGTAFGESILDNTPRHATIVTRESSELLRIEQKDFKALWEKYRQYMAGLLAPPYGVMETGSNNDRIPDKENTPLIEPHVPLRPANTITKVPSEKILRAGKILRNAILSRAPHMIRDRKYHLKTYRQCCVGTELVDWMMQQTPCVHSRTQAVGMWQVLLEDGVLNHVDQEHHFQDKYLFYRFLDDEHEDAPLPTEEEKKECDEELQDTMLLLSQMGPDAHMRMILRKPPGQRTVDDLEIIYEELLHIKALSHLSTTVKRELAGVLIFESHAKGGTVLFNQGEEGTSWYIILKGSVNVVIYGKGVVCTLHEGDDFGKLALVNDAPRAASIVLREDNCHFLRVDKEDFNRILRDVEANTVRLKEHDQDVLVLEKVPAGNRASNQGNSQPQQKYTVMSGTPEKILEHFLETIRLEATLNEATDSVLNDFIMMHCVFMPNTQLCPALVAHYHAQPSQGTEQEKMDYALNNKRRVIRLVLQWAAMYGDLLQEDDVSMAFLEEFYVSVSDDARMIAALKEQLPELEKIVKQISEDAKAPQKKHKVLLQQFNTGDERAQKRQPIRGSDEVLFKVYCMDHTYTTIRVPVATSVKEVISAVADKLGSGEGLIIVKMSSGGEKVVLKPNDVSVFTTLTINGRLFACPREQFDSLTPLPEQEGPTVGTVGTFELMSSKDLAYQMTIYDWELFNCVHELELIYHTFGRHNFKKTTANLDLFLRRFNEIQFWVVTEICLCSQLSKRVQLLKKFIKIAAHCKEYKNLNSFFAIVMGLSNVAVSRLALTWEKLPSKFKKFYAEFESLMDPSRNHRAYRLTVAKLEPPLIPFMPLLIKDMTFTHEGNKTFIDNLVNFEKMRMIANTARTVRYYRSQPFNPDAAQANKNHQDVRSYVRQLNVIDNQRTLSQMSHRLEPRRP
A549 viability = counter-screen for Nrf2 inhibitors: cytotoxicity in A549 cells; A549 ARE-Fluc cells, CellTiter-Fluor viability, 18-24 h; Potency, µM (doses to about 46 µM), for the others: top-dose activity change, negative = cytotoxicity, hits mostly inhibitors; 0.16% of 390,000 active; note: % is set by controls: 0 for no effect and ±100 for the full control effect
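Cytotoxicity counterscreen: CellTiter-Fluor fluorescence was measured in A549 ARE_Fluc cells after 18-24 h of compound exposure in a concentration series. The subsequent BugLite luminescent read reports ARE-luciferase activity.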
MCF10A rereplic = DNA re-replication induction in MCF 10a cells; MCF 10A DNA re-replication, Hoechst nuclear intensity, 48 h; Potency, µM (top dose mostly 46.1 µM), without a hit: at the top dose activity, positive = re-replication, actives largely listed as activators; 2.9% of 350,000 active; note: % of control where 0% means no effect; nearly all actives have a fitted effect of over 50% in size
Nrf2 activator = activators of Nrf2 (ARE) signaling | AID 624171 | 0.31% of 410,000 active | AREc32 ARE-luciferase reporter (MCF7-derived line), luminescence, 24 h | Potency, µM (doses to about 46.1 µM), inactives show top-dose activation, actives largely listed as activators; note: % of control where 0% means no effect; nearly all actives have a fitted effect of over 65% in size
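ARE activation measured as luciferase luminescence (Steady-Glo, 30 min RT) in AREc32_Fluc cells after 24 hr compound exposure at 37 deg C, 5% CO2; cells seeded overnight at 1000/well in OPTI-MEM, 5% FBS.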
S2 tox = reduces viability in counter-screen for ATXN expression inhibitors | S2 cells (HEK-293 line with an ATXN2-luciferase reporter) viability, CellTiter-Fluor protease fluorescence, 24 h | 0.49% of 400,000 active | AID 651635 | Potency, µM (doses to about 56.7 µM), hits mostly cytotoxic; note: nearly all actives have a fitted effect of over 40% in size
TGFb SMAD3 inh = blocks TGF-b signaling; HepG2 CAGA-GFP TGF-b/SMAD3 reporter, GFP fluorescence, 18 h; TGF-beta stimulated, 500 pg/mL final; Potency, µM (doses to about 46.1 µM), inactives show at the top dose activity, negative = inhibition, hits mostly inhibitors; 1.2% of 410,000 active; AID 588855; note: % is set by controls: 0 for no effect and ±100 for the full control effect; nearly all actives have a fitted effect of over 65% in size
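HEPG2 CAGA-GFP, 1000 cells/well; 2 h settle, 37 C; cpd via pin tool; TGF-b 500 pg/mL final; 18 h, 37 C; GFP imaging ex488/em500-530; %Activity normalised to -TGF-b and +DMSO controls; CRC fit, curve class.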
HepG2 tox = kills HepG2 cells in TGF-b inhibitor counter-screen; HepG2 CAGA-GFP viability, ATP luminescence, 18 h; Potency, µM (highest dose often 46.1 µM), for inactives: at the top dose activity change, negative = cytotoxicity, hits mostly cytotoxic; 0.76% of 410,000 active; AID 588856; note: some results filed as inactive show a strong effect at the top dose
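CellTiter-Glo luminescence gave cytotoxicity after 18 hours at 37 degrees C. The cells were HepG2 CAGA-GFP in 1% FBS DMEM, stimulated with 500 pg/mL TGF-beta after compound addition. %Activity was normalised to no-cell wells (complete cell-killing) and DMSO (no toxicity), and curves were fitted and classified.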
Numbers without * were called inactive; i = inactive; ? = inconclusive; / = no result given; & = joins results of further samples; [ ] = another dose, or the depositor's remark. Calls come from the whole dose curve; as a rule, active = well fitted curve in the direction sought with a large enough effect; inconclusive = small, poorly fitted or top-dose-only effect, or another doubt; inactive = no such curve, though single readings can be large; an effect the other way counts as inactive or inconclusive. Potency is the fitted concentration of half-maximal effect. A portion of the library, so the mix of outcomes need not match the whole.

#1 COc1ccc(C(=O)Nc2ccc3nc(SCC(=O)N4CCc5ccccc54)sc3c2)cc1
#2 COc1ccc(C(=O)C2CCCN(C(=O)/C=C/c3ccccn3)C2)c(C)c1 (configuration not stated)
#3 COc1cc(NC(=O)Nc2cc(C)on2)cc(OC)c1OC
#4 Cc1cc(C)cc(OCC(=O)Nc2ccc(-c3nc4ncccc4o3)cc2C)c1
#5 CC(=O)Nc1ccc(NC(=O)c2ccc(Cl)c(S(=O)(=O)N3CCc4ccccc43)c2)cc1
#6 Nc1ccccc1Sc1ccccc1[N+](=O)[O-]
#7 COC(=O)[C@]1(Cc2ccccc2)N[C@H](CN(C)C(=O)c2ccc(C)cc2)[C@@H]2C(=O)N(C)C(=O)[C@@H]21
#8 CN1C(=O)C(O)(C2COC(C)(C)CC2=O)c2cc(Br)ccc21 (configuration not stated)

screen / no.	1	2	3	4	5	6	7	8
ATXN2 expr inh	1%	-21%[11.3 µM]	8%	/	-20%	-9%	5%	-21%
Nrf2 inh	15%	-12%	-1%	/	2%	4%	13%	7%
EPAC2 antagonist	/	5%	2%	/	18%	11%	-5%	-1%
A549 viability	1%	2%	2%	-5%	-3%	-1%	-5%	-4%
MCF10A rereplic	/	-1%	-32%	/	6%	-2%	-3%	?
Nrf2 activator	0.5%	-0.1%	0.9%	-1.1%	-0.3%	-0.5%	-1.3%	17%
S2 tox	?	i	i	/	?	i	?	i
TGFb SMAD3 inh	-1%	-9%	5%	?	0%	0%	-7%	?
HepG2 tox	1%	-38%	6%	-1%	1%	-1%	4%	-6%

#9 COc1ccc2oc(C(=O)N3CCN(c4ncccn4)CC3)c(C)c2c1
#10 CNC(=O)COc1coc(CN2CCN(C(=O)c3ccco3)CC2)cc1=O
#11 CC(C)N(Cc1ccccc1)C(=O)CN1C(=O)NC(Cc2ccccc2)(c2ccccc2)C1=O (configuration not stated)
#12 N#Cc1nc(Nc2cc(F)cc(F)c2)c2ncn(CC(F)F)c2n1
#13 CC1(C(=O)O)CCCN(C(=O)C2(c3ccc(Cl)cc3)CCCC2)C1 (configuration not stated)
#14 COC(=O)c1ccc(C23CC4(C2)[C@H](CN(Cc2ccc(-c5ccccc5)cc2)[C@@H]4c2ccccc2)C3c2ccccc2)cc1 (some centres not stated)
#15 CCCCN(C(=O)C1CCC1)c1c(N)n(CCC)c(=O)[nH]c1=O
#16 CCc1ccccc1NC(=S)N(CCCN(C)C)Cc1cc2cc3c(cc2[nH]c1=O)OCO3

screen / no.	9	10	11	12	13	14	15	16
ATXN2 expr inh	-5%	5%	-1%	-16%	4%	-12%	-6%	-23%
Nrf2 inh	?	0%	-25%	?	/	11%	4%	1%
EPAC2 antagonist	-5%	11%	-4%	-1%	-4%	-3%	3%	4%
A549 viability	3%	6%	-5%	-4%&-23%	/	16%	1%	0%
MCF10A rereplic	4%	0%	?	?	/	25%	26%	7%
Nrf2 activator	0.1%	0.2%	0.3%	13%	0.6%[9.22 µM]	6.2%	-0.4%	-0.5%
S2 tox	i	i	i	?	i	i	i	i
TGFb SMAD3 inh	19%	11%	-9%	-8%	-4%	-10%	-10%	0%
HepG2 tox	5%	3%	-1%	-28%	1%	-14%	-4%	-1%

#17 Cc1ccc(N2CC(NC(=O)c3cccs3)CC2=O)cc1 (configuration not stated)
#18 O=S(=O)([O-])C/C(=C\c1ccc(Cl)cc1)c1cc[n+](CCO)cc1
#19 CCOC(=O)c1c[nH]n2c(=S)ncnc12
#20 O=C(c1ccc(S(=O)(=O)N2CCCCCC2)cc1)N1CCCC(C(F)(F)F)C1 (configuration not stated)
#21 Cc1cnc(-c2nnc(N(C)C(=O)C3CCOC3)s2)cn1 (configuration not stated)
#22 O=C(CCc1ccccc1)NC1C2CC3CC(C2)CC1C3 (configuration not stated)
#23 Cn1c(=S)[nH]c2c(c1=O)C(C)(C)Cc1ccccc1-2
#24 Cc1ccc(NC(=O)C2CCN(c3cc(C)nc4c(-c5ccc(Cl)cc5)c(C)nn34)CC2)c(C)c1

screen / no.	17	18	19	20	21	22	23	24
ATXN2 expr inh	/	-1%	/	2%	7%	-4%	-17%	12%
Nrf2 inh	/	7%	/	-9%	5%	1%	12%	2%
EPAC2 antagonist	/	3%	4%	-6%	7%	15%	-11%	/
A549 viability	-5%	0%	/	-3%	-2%	2%	-1%	-4%
MCF10A rereplic	/	3%	/	19%	-5%	-9%	-6%	/
Nrf2 activator	0.0%	0.1%	3.8%	0.4%	-0.9%	4.4%	-0.1%	-0.1%
S2 tox	/	i	i	i	i	i	i	i
TGFb SMAD3 inh	-2%	5%	-21%	4%	6%	22%	1%	-7%
HepG2 tox	-3%	11%	-20%	-18%	1%	2%	-7%	-2%

Down the list, as entered above.
ATXN2 expr inh, compounds 6 to 11, in order: -9%, 5%, -21%, -5%, 5%, -1%

Among those listed so far, 4 contain an aryl methoxy group:
#1 COc1ccc(C(=O)Nc2ccc3nc(SCC(=O)N4CCc5ccccc54)sc3c2)cc1
#2 COc1ccc(C(=O)C2CCCN(C(=O)/C=C/c3ccccn3)C2)c(C)c1 (configuration not stated)
#3 COc1cc(NC(=O)Nc2cc(C)on2)cc(OC)c1OC
#9 COc1ccc2oc(C(=O)N3CCN(c4ncccn4)CC3)c(C)c2c1

screen / no.	1	2	3	9
ATXN2 expr inh	1%	-21%[11.3 µM]	8%	-5%
Nrf2 inh	15%	-12%	-1%	?
EPAC2 antagonist	/	5%	2%	-5%
A549 viability	1%	2%	2%	3%
MCF10A rereplic	/	-1%	-32%	4%
Nrf2 activator	0.5%	-0.1%	0.9%	0.1%
S2 tox	?	i	i	i
TGFb SMAD3 inh	-1%	-9%	5%	19%
HepG2 tox	1%	-38%	6%	5%

More records follow.
#25 Cc1ccc(NC(=O)CCN2CCN(C/C=C/c3ccccc3)CC2)cc1
#26 CC(C)C(C)NC(=O)COc1ccc(-c2ccccc2)cc1 (configuration not stated)
#27 CCCOc1ccc(C(=O)NCC(c2ccco2)N(C)C)cc1 (configuration not stated)
#28 CC(=O)NCCC(=O)N1CCc2c([nH]c3ccccc23)C1c1cccc(Cl)c1 (configuration not stated)
#29 Cn1c(-c2ccc3c(c2)OCO3)cnc1NCc1ccccc1
#30 Cc1ccc(NC(=O)CSc2ccc3nnc(CCNC(=O)c4ccccc4)n3n2)c(C)c1
#31 Clc1ccccc1-c1nc2ccccc2c2nc3ccccc3n12
#32 O=C(NC(C(=O)c1ccccc1)N1CCCCC1)c1ccccc1 (configuration not stated)

screen / no.	25	26	27	28	29	30	31	32
ATXN2 expr inh	-8%	6%	12%	-13%	9%	-13%	-7%	-11%
Nrf2 inh	3%	?	16%	-2%	-1%	5%	-7%	8%
EPAC2 antagonist	-16%	13%	13%	-9%	4%	22%	-9%	-9%
A549 viability	?	0%	-2%	-3%	-2%	-3%	0%	-5%
MCF10A rereplic	?	18%	4%	11%	26µM*	-3%	10%	3%
Nrf2 activator	3.3%	-0.3%	3.6%	13%	-0.1%	0.3%	-0.2%	0.3%
S2 tox	i	i	i	i	i	i	i	i
TGFb SMAD3 inh	11%	7%	5%	-3%	-25%	7%	0%	0%
HepG2 tox	-33%	-2%	-5%	-7%	-3%	27%	-5%	-6%

#33 Fc1ccc2nc(Nc3nc4cc5c(cc4s3)OCO5)sc2c1
#34 CCOC(=O)C1=CC[C@H]2c3c(c4ccccc4n3C)C(=O)C1N2C(=O)OC(C)(C)C
#35 Cc1cc(C)nc(NC2=NCC(=O)N2c2ccc(F)c(Cl)c2)n1
#36 c1ccc(C2CSc3ccccc3N2)cc1 (configuration not stated)
#37 O=C1CCCCC1Sc1nnc(Cc2cccs2)n1CCc1ccccc1 (configuration not stated)
#38 O=C(/C=C/c1c(Cl)cccc1Cl)N1CCN(c2ncccn2)CC1
#39 O=C(O)CN1C(=O)/C(=C\c2cccc(OCc3ccccc3)c2)SC1=S
#40 COc1ccc(N(CC(=O)NCc2ccc(F)cc2)C(=O)c2snc(C(N)=O)c2N)cc1OC

screen / no.	33	34	35	36	37	38	39	40
ATXN2 expr inh	116%[activator]	-15%	-5%	/	-7%	-5%	/	-22%
Nrf2 inh	?	-12%	?	?	2%	/	13%	4%
EPAC2 antagonist	7%	?	19%	-26%	5%	-4%	?	-2%
A549 viability	12%	-1%	-6%	4%	-2%	-10%	4%	-4%
MCF10A rereplic	?	0%	0%	1%	-10%	?	28%	-2%
Nrf2 activator	?	-0.1%	-0.6%	-0.9%	0.0%	1.8%	0.5%	-0.1%
S2 tox	i	i	i	i	i	i	i	i
TGFb SMAD3 inh	?	-5%	-14%	-25%	1%	-4%	?	-1%
HepG2 tox	-46%	-23%	6%	-6%	-11%	-7%	-12%	-29%

#41 COc1ccc(CCn2c(=S)[nH]c3ccc(N4CCOCC4)cc3c2=O)cc1OC
#42 Cc1cnc(NC(=O)C(C)N2C(=O)C3CC=CCC3C2=O)s1 (configuration not stated)
#43 C=CCOc1ccc(C2C(C#N)=C(N)N(Nc3ccccc3)C3=C2C(=O)CC(C)(C)C3)cc1OC (configuration not stated)
#44 NS(=O)(=O)c1ccc(NCc2cc(Cl)ccc2OCc2ccc(F)cc2)cc1
#45 CCCn1c(C)nnc1SCC(=O)NC1CCCCC1
#46 Cc1cc(/C=C2/C(=N)N3C(=NC2=O)SN=C3S(C)(=O)=O)c(C)n1-c1ccccc1F
#47 O=[N+]([O-])c1ccc(SCCO)nc1SCCO

screen / no.	41	42	43	44	45	46	47
ATXN2 expr inh	-7%	0%	-36%	-39%	2%	-14%	-23%
Nrf2 inh	-27%	9%	?	?	14%	?	7%
EPAC2 antagonist	15%	0%[57.1 µM]	-7%	14%	-3%	-14%	-21%
A549 viability	0%	-3%	-16%	4%	-1%	?	3%
MCF10A rereplic	13%	0%	?	?	13%	?	0%
Nrf2 activator	-0.1%	-0.4%	0.6%	6.7%	-0.5%	-0.8%	14%
S2 tox	/	i	i	i	i	i	i
TGFb SMAD3 inh	?	-11%	?	?	1%	0%	14%
HepG2 tox	2%	1%	-8%	-56%	4%	-4%	8%

Screening data (PubChem BioAssay)
